Screens from PubChem.
KDM5B inhibitor – blocks human KDM5B histone demethylase activity; KDM5B demethylase, FDH-coupled NADH fluorescence (FDH is formaldehyde dehydrogenase); AID 1347165; Potency, µM (series often up to 57.7 µM), without a hit: top-dose activity change, negative = inhibition, most hits filed as inhibitors; hit rate 2.6% among 220,000; Q9UGL1; active means well fitted inhibition curve with a large enough effect; inconclusive means small, poorly fitted or top-dose-only effect; inactive means no such curve, though single readings can be large or run the other way; further: 0% is about no effect; nearly all actives have a fitted effect of over 70% in size
Target sequence (Q9UGL1 whole entry, looked up): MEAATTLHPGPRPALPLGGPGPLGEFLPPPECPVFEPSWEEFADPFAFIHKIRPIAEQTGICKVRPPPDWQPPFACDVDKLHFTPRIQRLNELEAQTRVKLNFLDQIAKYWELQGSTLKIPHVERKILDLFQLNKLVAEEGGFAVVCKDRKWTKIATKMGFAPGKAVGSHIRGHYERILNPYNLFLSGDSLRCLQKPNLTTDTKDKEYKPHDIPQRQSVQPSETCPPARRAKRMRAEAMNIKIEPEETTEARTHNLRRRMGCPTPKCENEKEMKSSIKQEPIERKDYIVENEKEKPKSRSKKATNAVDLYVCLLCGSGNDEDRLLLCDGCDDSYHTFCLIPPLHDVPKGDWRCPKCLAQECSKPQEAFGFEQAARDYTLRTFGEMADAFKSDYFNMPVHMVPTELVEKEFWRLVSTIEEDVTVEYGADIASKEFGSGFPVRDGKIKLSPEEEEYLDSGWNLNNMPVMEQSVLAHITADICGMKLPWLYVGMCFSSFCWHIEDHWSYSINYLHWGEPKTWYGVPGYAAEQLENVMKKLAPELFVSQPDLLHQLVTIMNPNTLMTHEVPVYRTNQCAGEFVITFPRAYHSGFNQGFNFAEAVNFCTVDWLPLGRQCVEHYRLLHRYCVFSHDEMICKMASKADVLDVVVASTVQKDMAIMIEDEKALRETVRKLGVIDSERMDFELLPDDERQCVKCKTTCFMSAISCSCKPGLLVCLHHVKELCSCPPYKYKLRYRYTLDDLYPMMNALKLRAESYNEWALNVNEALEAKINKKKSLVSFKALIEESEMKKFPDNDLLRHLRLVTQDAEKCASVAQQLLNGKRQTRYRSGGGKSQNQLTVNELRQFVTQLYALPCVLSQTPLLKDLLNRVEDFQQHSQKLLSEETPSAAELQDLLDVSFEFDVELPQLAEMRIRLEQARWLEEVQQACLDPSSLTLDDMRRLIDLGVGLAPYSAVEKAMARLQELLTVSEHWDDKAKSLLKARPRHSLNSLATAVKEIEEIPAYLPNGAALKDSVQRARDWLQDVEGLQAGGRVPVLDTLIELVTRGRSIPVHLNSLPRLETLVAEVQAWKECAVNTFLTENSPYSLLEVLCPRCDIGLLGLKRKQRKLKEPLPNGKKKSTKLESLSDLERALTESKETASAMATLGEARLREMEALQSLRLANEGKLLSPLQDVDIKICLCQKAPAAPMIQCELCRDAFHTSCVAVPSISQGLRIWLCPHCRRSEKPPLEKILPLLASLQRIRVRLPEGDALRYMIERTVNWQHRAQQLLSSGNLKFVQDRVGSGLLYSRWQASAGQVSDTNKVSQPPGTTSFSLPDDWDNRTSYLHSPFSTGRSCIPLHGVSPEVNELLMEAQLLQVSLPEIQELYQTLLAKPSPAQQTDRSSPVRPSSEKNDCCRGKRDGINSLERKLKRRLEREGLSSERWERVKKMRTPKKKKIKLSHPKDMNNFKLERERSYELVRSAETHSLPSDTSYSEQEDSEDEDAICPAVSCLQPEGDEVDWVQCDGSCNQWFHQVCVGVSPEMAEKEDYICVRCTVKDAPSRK
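KDM5BΔAP (200 nM final) in 50 mM HEPES pH 7.5, 0.01% Tween-20 was preincubated 10 min at RT with compound over a concentration range. Substrate mix (H3K4me3 12.5 µM, α-KG 25 µM, Fe²⁺, ascorbate, NAD⁺, FDH) was added, and NADH fluorescence change over 30 min gave dose-response curves.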
* = called active by the depositor; u = inconclusive; & = joins results of further samples; [ ] = dose if it differs, or a comment. Potency means the concentration at half of the fitted maximal effect. Not all compounds are listed; count on the stated rates, not on these rows.

SMILES | KDM5B inhibitor
CCOCCCN1C(=O)c2[nH]nc(-c3ccccc3O)c2C1c1ccc(CC)cc1 (stereo not drawn) | -19.9%
CCN(CC)Cc1cnc2c(C(=O)N(C)Cc3cc(C)cc(C)n3)cnn2c1 | 9.7%
CCc1ccc(C(=O)CSC(=S)N(C)C)cc1 | 10.7%
COc1ccc(C(=O)Oc2ccc(C)cc2C(=O)/C=C/c2ccc(F)cc2)cc1 | 16.3%
Cc1ccc(C2=NC3(CCN(C(=O)c4ccc(F)c(F)c4)CC3)ON2)cc1 | 2.0%
O=C(Nc1ccc(Cl)cc1)c1ccc2c(Cl)c3c(nc2c1)CCCC3 | 20.8%
CCC(=O)Nc1ccc(C)cc1-c1nnc(SCC(=O)Nc2ccc(Cl)c(Cl)c2)[nH]c1=O | 7.2%
COCCN1C(=O)c2cccn2CC1CNC(=O)c1[nH]nc2c1COc1ccccc1-2 (stereo not drawn) | 28.2µM*
CN(CC1CCOC1)C(=O)Nc1cccc(F)c1 (stereo not drawn) | -3.7%
Cc1ccc(C(CNC(=O)c2cc(-c3ccc4c(c3)OCCO4)on2)N2CCN(C)CC2)o1 (stereo not drawn) | 0.4%
CC(C)(C)C(=O)COC(=O)c1cc(S(N)(=O)=O)ccc1Br | 19.9%
O=C(Nc1c(NC2CCCCC2)c2ccccc2oc1=O)c1cccc(F)c1 | 16.0%
Cc1ccc(C2N=C(N)Nc3nc4ccccc4n32)cc1 (stereo not drawn) | -10.8%&12.7%
Cc1onc(-c2c(Cl)cccc2Cl)c1CO/N=C(\C#N)c1c(Cl)cccc1Cl | -3.9%
CC(C)N1CCn2nc(C(=O)NCCc3ccc(Cl)cc3)cc2C1 | -26.0%
Cc1ccc(C)c(NC(=O)CN2C(=O)COc3ccc(Cl)cc32)c1 | -6.7%
Cc1cc2nc(CO[C@H]3CN(C4CCC4)C[C@H]3F)[nH]c2cc1C | u
COc1cccc(CN2CCc3c(cc(C(=O)Nc4ccc(C)cc4C)n3C)C2)c1 | u
O=C(OCc1ccc(F)cc1)c1ccc(C2Nc3ccccc3S(=O)(=O)N2)cc1 (stereo not drawn) | u
O=C(O)c1ccc(Cc2ccccc2)o1 | 4.8%
Cn1c(Cn2cccn2)nnc1C1CC(NC(=O)c2ccsc2)C1 (stereo not drawn) | 16.4%
N#Cc1cc(C(=O)c2ccccc2OCC(=O)Nc2ccc(N3CCCCC3)cc2)cn(C2CC2)c1=O | 14.4%
CCO[C@H]1C[C@@H](O)C12CCN(C(=O)CCCc1ccccc1)CC2 | -27.7%
COc1ccccc1OC1(C(=O)O)CCN(Cc2nccn2C)CC1 | u
CCc1noc2nc(C)n(CC(=O)O)c(=O)c12 | u
Cc1cc2nc3n(c(=O)c2n1CC(=O)Nc1cccc(Br)c1)CCCC3 | 19.2%
CCCCn1c(CNC(=O)C23CC4CC(CC(C4)C2)C3)nnc1SCC(=O)Nc1ccccc1 | -5.8%
COc1ccc(C2Cn3cnc(C(=O)N4CCC(C(=O)NCc5ccco5)CC4)c3CO2)cc1 (stereo not drawn) | -7.9%
CC1Sc2ccc(C(=O)OCC(N)=O)cc2NC1=O (stereo not drawn) | 14.6%
CN1Cc2ccc(NCc3ccccc3)nc2C(C)(C(=O)NCCc2cnc[nH]2)C1 (stereo not drawn) | u

Arranged by SMILES length (descending): some entries from above.
SMILES | KDM5B inhibitor
CCO[C@H]1C[C@@H](O)C12CCN(C(=O)CCCc1ccccc1)CC2 | -27.7%
COc1ccccc1OC1(C(=O)O)CCN(Cc2nccn2C)CC1 | u
CC1Sc2ccc(C(=O)OCC(N)=O)cc2NC1=O (stereo not drawn) | 14.6%

Printed as active in KDM5B inhibitor, among the entries above:
SMILES | KDM5B inhibitor
COCCN1C(=O)c2cccn2CC1CNC(=O)c1[nH]nc2c1COc1ccccc1-2 (stereo not drawn) | 28.2µM*

(cont.)
SMILES | KDM5B inhibitor
O=C(Nc1ccc(F)c(Cl)c1)C1=NO[C@@H]2CN(Cc3cccnc3)C[C@H]12 | -12.9%[86.2 µM]
CC(=O)c1ccc(N2CCN(S(=O)(=O)c3cccc4nonc34)CC2)cc1 | 8.0%
Cc1ccc(C)c(C(=O)N2CCC3(CC2)NC(=O)N(c2ccccc2)N3)c1 | -12.7%
COc1ccc(-c2nc(Cn3c(=O)cc(C)c4c(C)nn(-c5ccccc5)c43)c(C)o2)cc1OC | -14.3%
CCCNC(=O)c1c(C)oc2ccn(Cc3ccc(F)cc3)c(=O)c12 | 6.2%
CCOc1ccccc1CNC(=O)c1noc(-c2ccc(F)cc2)n1 | -12.6%
Cc1ccc(C)c(NC(=O)Nc2cc3c(cc2N2CCCCC2)n(C)c(=O)n3C)c1 | -3.2%
COc1ccc2cc1Nc1ccc(cc1)C[C@H](NCC1CC1)C(=O)N(C)[C@@H](C(=O)NCc1ccccc1)C2 | -23.3%
COC(=O)c1nnn(CC(=O)Nc2ccc(Br)c(C)c2)c1N | 3.0%
CCn1ccnc1CN1CCCC(CNC(=O)c2ccc(-c3ccccc3)cc2)C1 (stereo not drawn) | -16.3%
Cc1cccc(C(=O)N2CC(C(=O)N(C)C)C3(CCOCC3)C2)c1 (stereo not drawn) | -7.9%
Cn1nnnc1SCCCNCc1ccc(-c2ccc(F)c(Cl)c2)o1 | -10.5%
COCCN1C(=O)c2ccccc2C(C(=O)Nc2nc(C)c(C)s2)C12CCCC2 (stereo not drawn) | 5.1%
CC(C)[C@H]1/C(=C/C2CC2)N2C(=O)C[C@@H](c3ccccc3)N=C2N1Cc1ccc2c(c1)OCO2 | -13.8%
Cc1nc(N(C)Cc2cccc(-c3nn[nH]n3)c2)c2cnn(C)c2n1 | 0.9%
CC1=C(C(=O)Nc2cccnc2)C(c2ccccc2)n2nc(SCc3ccccc3)nc2N1 (stereo not drawn) | -12.6%
COc1ccc(CCn2c3c(c(=O)[nH]c2=O)C(NC(=O)c2ccccc2F)(C(F)(F)F)C(=O)N3)cc1OC (stereo not drawn) | u
O=C(COC(=O)C(Cc1c[nH]c2ccccc12)NC(=O)c1ccc(Br)cc1)c1ccc(Cl)cc1 (stereo not drawn) | -13.5%
COc1ccc(CN2C(=O)CSC2c2ccccn2)cc1 (stereo not drawn) | 10.3%
Cc1ccc2c(=O)c(CN3CCC(C)CC3)c(C)[nH]c2c1C | -17.8%
O=C(c1ccc(Cl)cc1)N1CC2(CCN(CC3CC3)C2)Cc2ccccc21 (stereo not drawn) | 2.8%[115 µM]
Clc1ccc(NN=C2c3ccccc3-c3ccccc32)cc1Cl | 2.8%
Cc1c(CN2CCCC(c3ccc(C(=O)O)cc3)C2)cnn1C (stereo not drawn) | -11.4%
CN(C)S(=O)(=O)N1C[C@@H]2CC[C@H](C1)N(Cc1ccccc1C#N)C2 | u
CC(C)N1C(=O)C2(CCCC2)C1C(=O)O (stereo not drawn) | -0.6%
O=C(c1nc2sccn2c1Br)N1CCCC1 | -16.9%[86.2 µM]
Cc1ccc(-c2ccc(C(=O)O)n2C)cc1 | 13.9%
COc1ccc(C(=O)NCc2csc(C(C)C)n2)cc1OC1CCN(C(C)=O)CC1 | 3.3%
Cn1c(=O)c2c(nc(CN3CCc4ccccc4C3)n2CCCc2ccccc2)n(C)c1=O | -4.8%
O=C(C(Sc1nc2ccccc2o1)c1ccccc1)N1CCCCC1 (stereo not drawn) | 9.5%
COc1ccc(CC2CCOC3(CCN(C(=O)Nc4ccccc4F)CC3)C2)cc1 (stereo not drawn) | -12.7%
CNC(=O)[C@@H]1C[C@@H](n2cc(CNC(=O)Nc3cc(C)ccc3C)nn2)CN1 | -1.5%
c1ccc(Cn2ncc3c2CCCC3NCc2cscn2)cc1 (stereo not drawn) | -8.1%
CSc1ccc(CNC23CC4CC(C)(CC(C)(C4)C2)C3)cc1 | 16.9%
Cc1oc(-c2ccccc2)nc1Cn1c(=O)cc(-c2ccccc2)c2c(C)nn(C)c21 | u
Cc1nc(-c2cccc(Cl)c2)n[nH]1 | 27.6%
Cn1c(NCc2ccc(Cl)cc2)nc2c1c(=O)n(Cc1ccc(Cl)cc1)c(=O)n2C | 9.2%
CCN(CC)C(CNC(=O)c1nn(-c2ccccc2)c(=O)c2ccccc12)c1ccccc1 (stereo not drawn) | -9.3%
C[S+](=O)([O-])CCn1ncc2cc(OCC3CCN(C(=O)c4cccc(F)c4F)CC3)ccc21 | -0.4%
COc1ccc(N2Cc3c(ncnc3N3CCC(O)CC3)N(C)CC2=O)cc1 | 9.1%
COc1ccc(-c2ccnc(N[C@H]3CO[C@H]4[C@@H]3OC[C@H]4OC(=O)Nc3cccc(OC)c3)n2)cc1 | u
Cc1cn2nc(C(=O)N3CCC(NC(=O)c4ccc(C)s4)CC3)cc2c(=O)[nH]1 | u
COC(=O)c1ccccc1NC(=O)NCCc1c(C)nn(C)c1C | u
Cc1cccc(CNC(=O)C2CCN(S(=O)(=O)c3cccc4nonc34)CC2)c1 | 3.3%
COc1cccc(CCNC(=O)c2ccc(Cn3c(SCc4ccccc4)nc4cccnc43)cc2)c1 | u
COc1ccc(C2(CNC(=O)C[C@H]3NC(=O)c4ccccc4NC3=O)CCOCC2)cc1 | 1.2%
COCCNc1nc(-c2ccc(NC(=O)C(C)(C)C)cc2)cs1 | -29.0%
CC(Oc1ccc(-c2ccccc2)cc1Cl)C(N)=O (stereo not drawn) | 19.0%
CCN(CC)c1nc2c(S(=O)(=O)c3cccc(Cl)c3)nnn2c2ccsc12 | u
Cc1nc2ccccc2c(C)c1CC(=O)NC(C)c1ccco1 (stereo not drawn) | -10.7%
O=C(Nc1nc(-c2ccc(Br)cc2)cs1)c1cc(=O)c2ccccc2o1 | 5.4%
N#Cc1ccc(-c2ccc(OCC(=O)Nc3cccnc3)cc2)cc1 | u
CCc1ccc2oc(-c3cccc(NC(=O)c4ccc(-c5cccc([N+](=O)[O-])c5)o4)c3)nc2c1 | -28.8%
CCC(C)NC(=O)CSc1nc(-c2ccccc2)[nH]c1S(=O)(=O)c1ccc(C)cc1 (stereo not drawn) | 5.1%
Cc1ccc(N2C(=O)N(Cc3cccc(Cl)c3)c3ccccc3S2(=O)=O)cc1 | -19.4%
COc1cccc(CNC(=O)Cn2c(SCC(=O)Nc3ccc(C)c(C)c3)nc3ccccc32)c1 | -1.9%
CC(NC(=O)c1nn(C)c(=O)c2ccccc12)c1cccs1 (stereo not drawn) | -1.5%
CC(C)(C)C(=O)N/C(N)=N/c1nc2ccccc2o1 | 0.9%
COc1ccc(OC)c(CCNC(=O)c2ccc3c(c2)N(Cc2ccccc2)CCS3)c1 | u
CC(C)NC(=O)N[C@H]1CCN(C(=O)c2cnccn2)[C@@H]1C(=O)N[C@@H](Cc1cccs1)C(N)=O | -18.7%
Other records follow:
SMILES | KDM5B inhibitor
O=c1oc2ccc(Br)cc2cc1-c1csc(-c2ccc(Cl)cc2)n1 | u
O=C(N/N=C1\CC2CCC1C2)c1ccc(Cl)cc1Cl (stereo not drawn) | 5.0%
C=CCN(CC=C)Cc1c(C)[nH]c2ccc(CC)cc2c1=O | -3.0%
Cc1cc(CNC(=O)c2ccc(S(N)(=O)=O)cc2)c2[nH]c(C)c(C)c2c1 | u
CNC(=O)CCn1ncc2cc(OCc3ccccc3-c3cccc(O)c3)ccc21 | -24.4%[86.2 µM]
COc1ccc(CCNC(=O)c2ccc3c(c2)CCN3S(=O)(=O)c2ccc(C)cc2)cc1 | -13.0%
CN(C)c1cccc(C(=O)NNC(=O)c2ccc(CSc3ccc(Cl)cc3)cc2)c1 | -26.2%
Cc1ccc(-n2c3nc(=O)[nH]c(=O)c-3cc3c(C)nn(-c4ccccc4)c32)cc1Cl | -183.7%
CCCNC(=O)CN(C)Cc1cccc2cccnc12 | 5.7%
O=C(O)c1ccc(CSc2ccc(Cl)cc2)cc1 | -6.6%
COc1ccc(CNC(=O)c2c(C)sc3ccn(CC(C)C)c(=O)c23)cc1OC | 3.3%
CCO[C@H]1CN(C(=O)CCc2ccc(S(=O)(=O)NC)cc2)C[C@@H]1O | u
Cc1cccc(N2CCN(S(=O)(=O)c3cc(C(=O)Nc4ccccc4Cl)ccc3F)CC2)c1C | u
COc1ccc(C2Cn3nnc(C(=O)N4CCC(C(=O)Nc5cccc(Cl)c5)CC4)c3CO2)cc1 (stereo not drawn) | 18.6%
COc1ccc(C(=O)N2CC(=O)Nc3ccc(C)cc3C2c2ccc(F)cc2)c(OC)c1 (stereo not drawn) | -1.5%

Two entries from above in another layout:
canonical_smiles,KDM5B inhibitor
O=C(O)c1ccc(CSc2ccc(Cl)cc2)cc1,-6.6%
COc1ccc(CNC(=O)c2c(C)sc3ccn(CC(C)C)c(=O)c23)cc1OC,3.3%

New compounds follow:
SMILES | KDM5B inhibitor
COCCC(=O)N1CCCN(S(C)(=O)=O)c2ccccc21 | -3.2%
CCOc1ccc(NC(=O)c2ccc(F)c(S(=O)(=O)N(Cc3ccc(C(=O)OC)cc3)Cc3ccc(OC)c(OC)c3)c2)cc1 | -25.2%
O=c1c2oc3ccccc3c2n(Cc2cccc(F)c2)c(=O)n1Cc1ccc2c(c1)OCO2 | u
COc1ccc(C(CC(=O)O)NC(=O)c2cc3ccccc3oc2=O)cc1OC (stereo not drawn) | -2.3%
CC1CCCCC1NC(=O)c1csc2ccccc12 (stereo not drawn) | 13.7%

Molecules listed so far that contain a cyano group (4):
SMILES | KDM5B inhibitor
Cc1onc(-c2c(Cl)cccc2Cl)c1CO/N=C(\C#N)c1c(Cl)cccc1Cl | -3.9%
N#Cc1cc(C(=O)c2ccccc2OCC(=O)Nc2ccc(N3CCCCC3)cc2)cn(C2CC2)c1=O | 14.4%
CN(C)S(=O)(=O)N1C[C@@H]2CC[C@H](C1)N(Cc1ccccc1C#N)C2 | u
N#Cc1ccc(-c2ccc(OCC(=O)Nc3cccnc3)cc2)cc1 | u
